HSF1 inhib: HSF1 inhibitors in luciferase reporter cells, primary screen, cell-based, NIH3T3, luminescence | NIH3T3-HGL HSE-luciferase, MG132-induced, luminescence 8 h; hits give low values | AID 2098, 2009 | 0.77% of 300,000 active | activity change, negative = inhibition, % at 7.5 µM (by protocol);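 active = more than half of replicate wells show activity change below -50%, luminescence cut by over half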;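 also: luciferase reports HSF-1 transcriptional activity via heat shock element; 0% = median of DMSO wells and -100% = zero luminescence signal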
HSF1 activator: HSF-1 activators, primary screen, NIH3T3-HGL cells, MG132 stress, luminescence, single point; activation, % at 9 µM; NIH3T3-HGL HSF-1 luciferase reporter, 8 h; 100% = twice DMSO control signal; 1.7% of 300,000 active;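 active = mean replicate activation of at least 50% with a set share of replicates each reaching 50%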;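 also: 0% = median of the neutral control wells and 100% = twice that signal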
Platelet DG rel: inhibitors of platelet dense granule secretion, primary screen, cell-based, MLPCN, human platelets; human platelet-rich plasma, SFLLRN dense granule ATP release, luminescence; inhibition, %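 (compounds screened at 7.5 µM in platelet-rich plasma)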; 0.22% of 300,000 active; AID 1663, 2009;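 active = mean replicate score, as percent of positive control, at or above 50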
GSK3 alpha inh: blockers of GSK3A enzyme activity – biochemical, luminescence, cell-free homogeneous, HTS, primary screen. inhibition, % at 10 µM. AID 2650, 2010. 0.1% of 320,000 active. GSK-3 alpha kinase, ADP-Glo luminescence, 60 min. Glycogen synthase kinase-3 alpha (Homo sapiens), P49840;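 in the data active = inhibition above about 50%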;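 also: GST-tagged GSK-3 alpha with peptide substrate and 25 µM ATP; 0% = DMSO neutral wells and 100% = GW8510 positive control wells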
Target sequence (P49840 whole entry, looked up): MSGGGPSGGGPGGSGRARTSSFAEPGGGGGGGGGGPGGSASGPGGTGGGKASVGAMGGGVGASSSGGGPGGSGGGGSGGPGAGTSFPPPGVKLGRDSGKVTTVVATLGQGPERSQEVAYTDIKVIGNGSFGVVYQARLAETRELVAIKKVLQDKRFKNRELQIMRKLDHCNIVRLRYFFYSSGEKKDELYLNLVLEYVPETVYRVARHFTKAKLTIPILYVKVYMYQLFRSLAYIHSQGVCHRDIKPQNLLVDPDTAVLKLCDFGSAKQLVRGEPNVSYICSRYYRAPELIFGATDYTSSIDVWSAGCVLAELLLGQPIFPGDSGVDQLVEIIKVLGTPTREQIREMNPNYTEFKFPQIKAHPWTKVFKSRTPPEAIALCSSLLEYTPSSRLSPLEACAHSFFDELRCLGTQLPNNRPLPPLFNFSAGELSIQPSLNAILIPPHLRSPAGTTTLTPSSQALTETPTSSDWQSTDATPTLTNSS
aSyn 5UTR inh: MLPCN primary screen, SNCA 5' untranslated region; 0.82% of 300,000 active; AID 1813, 2009; inhibition, % (tested at 7.5 µM); alpha-synuclein 5'UTR reporter, inhibitor activity; in the data active = inhibition above about 60%;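 also: H4 neuroglioblastoma cells stably carrying SNCA 5'UTR luciferase fusion; 0% = DMSO wells and 100% = positive control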
GSK3B inh: human GSK3beta kinase inhibitors, primary screen, biochemical, cell-free homogeneous, HTS; GST-GSK3beta kinase, ADP-Glo luminescence, 60 min; hits give low values; activity score (negative = inhibition), % at 10 µM; 0.038% of 300,000 active; AID 2097, 2009;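 active = more than half of replicate wells score below -50%, meaning over 50% inhibition versus plate controls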;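 also: 0% = median DMSO wells and -100% = median GW8510 positive control wells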
Target sequence (P49841 whole entry, looked up): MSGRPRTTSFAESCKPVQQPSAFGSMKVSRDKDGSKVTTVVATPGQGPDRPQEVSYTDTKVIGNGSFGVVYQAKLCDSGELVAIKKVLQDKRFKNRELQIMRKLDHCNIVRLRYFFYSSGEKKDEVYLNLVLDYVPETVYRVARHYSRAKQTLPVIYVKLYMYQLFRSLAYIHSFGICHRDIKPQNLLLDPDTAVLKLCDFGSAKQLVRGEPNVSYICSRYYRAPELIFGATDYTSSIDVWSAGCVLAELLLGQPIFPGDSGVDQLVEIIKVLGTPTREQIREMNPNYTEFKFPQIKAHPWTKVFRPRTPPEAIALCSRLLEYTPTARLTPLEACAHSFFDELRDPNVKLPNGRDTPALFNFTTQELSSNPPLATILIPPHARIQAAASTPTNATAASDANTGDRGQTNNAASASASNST
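Test system: GST-tagged human GSK3beta kinase, cell-free; evaluation: activity score scaled between in-plate DMSO and GW8510 controls; measured by: ADP-Glo luminescence; incubation: 60 min reaction, RT; benchmarks: DMSO and 20 µM GW8510; reagent: peptide substrate plus 25 µM ATP (final); medium: Tris/MgCl2 kinase buffer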
IEC-6 tox: cytotoxicity in IEC-6 intestinal epithelial cells, primary screen, cytotoxicity control for KLF5 inhibitor project, cell-based, luminescence. IEC-6 cytotoxicity, luminescence viability. inhibition, % at 5 µM. 0.78% of 290,000 active. AID 1825, 2009; in the data active = inhibition above about 22%;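 also: 0% = plate median of test compound wells and 100% = cytotoxic reference compound wells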
HSP90 refold inh: HSP90 inhibitors, primary screen, cell lysate, luminescence; Rabbit reticulocyte lysate, luciferase refolding luminescence, 3 h; inhibition, % at 5.6 µM; 0.91% of 290,000 active;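 active = inhibition above the screen-wide mean plus 3 SD, computed separately per campaign, cut at about 16% in these data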;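 also: 0% = DMSO wells and 100% = 60 µM geldanamycin wells; inhibitors lower the luminescence because luciferase stays unfolded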
Dyrk1A ADPGlo: rat Dyrk1A kinase inhibitors, primary screen, biochemical, single point, plate reader. Dual specificity tyrosine-phosphorylation-regulated kinase 1A (Rattus norvegicus), Q63470. ADP-Glo luminescence, NFATc1 peptide. inhibition, % at 12.5 µM. 0.43% of 310,000 active; in the data active = inhibition above about 50%;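 also: plate controls were vehicle with enzyme for no effect and no enzyme for full effect; many of its hits are not listed in these tables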
KLF5 inh: KLF5 expression inhibitors, primary screen, DLD-1 cells, luminescence. 0.23% of 290,000 active. inhibition, % at 5 µM. DLD-1 KLF5 promoter-luciferase reporter;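 active = inhibition above a per-plate limit of that plate's mean compound inhibition plus 3 SD, cut at about 60% in these data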;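 also: 0% = DMSO wells and 100% = LY294002 at 200 µM; higher means less KLF5 promoter-driven luciferase light; inactives centre near -14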
An asterisk follows results filed as active; x = not tested or not shown. Not all compounds are listed (hit frequency here may not be typical).

Molecule	GSK3 alpha inh	IEC-6 tox	HSF1 activator	GSK3B inh	KLF5 inh	aSyn 5UTR inh	Platelet DG rel	HSF1 inhib	HSP90 refold inh	Dyrk1A ADPGlo
CC(/C=C/c1ccccc1)=N/NC(=O)c1cccc(Br)c1	-2	2	20	-1	-49	-29	3	3	-3	7
O=C(NCC(c1cccs1)N1CCOCC1)c1cn(-c2ccccc2)nc1-c1ccc(F)cc1 (stereo not drawn)	-2	x	14	0	x	-8	0	2	x	4
CCOc1ccc(OCC)c(S(=O)(=O)NCc2ccc3c(c2)OCO3)c1	-3	x	-7	0	x	-2	6	-6	x	2
CC(=O)Nc1c(C(=O)N2CCCCCC2)cnn1-c1ccccc1Cl	1	-3	0	2	-33	0	5	-2	2	-2
S=C(Nc1ccccc1)N(Cc1ccccc1)Cc1ccncc1	-6	-1	13	2	7	9	-9	17	-3	1
O=C(NC1CC2CCCC(C1)N2Cc1ccc(F)cc1)c1ccc(F)cc1 (stereo not drawn)	-4	-4	-1	1	-11	7	-4	1	0	x
CCN(CC)c1ccc(C2C(C(=O)OCCOC)=C(C)NC3=C2C(=O)CCC3)cc1 (stereo not drawn)	-3	0	5	-2	-35	20	8	7	6	-1
COc1ccc(Cc2nc3ccc(C(=O)N4CCCCC4CCO)cc3o2)cc1 (stereo not drawn)	-1	-1	8	-1	-16	7	-4	-5	-9	x

Additional compounds follow.
Molecule	GSK3 alpha inh	IEC-6 tox	HSF1 activator	GSK3B inh	KLF5 inh	aSyn 5UTR inh	Platelet DG rel	HSF1 inhib	HSP90 refold inh	Dyrk1A ADPGlo
CC(c1ccccc1)c1nnc(NC(=O)c2ccc3c(c2)OCO3)s1 (stereo not drawn)	-6	-2	-1	0	-2	-139	2	3	-3	-6
Cc1ccc(NC(=O)c2ccccc2OCc2ccc([N+](=O)[O-])cc2)nc1	0	-24	22	-3	-36	12	11	1	-2	-5
O=S(=O)(Nc1nc2ccccc2nc1NCc1ccco1)c1ccccc1	-2	3	-8	-2	-46	2	-29	-2	2	-1
O=C(Nc1ccccc1-c1ccccc1)c1ccc(=O)[nH]n1	0	-5	22	-1	-58	-128	-3	7	1	16
CCCC(=O)Nc1cccc(-c2nc3ccccc3c(=O)o2)c1	-4	4	2	2	-20	29	5	3	7	2
O=C(Nc1nc(SCc2ccc(F)cc2)ns1)c1ccco1	-3	-2	46	0	-51	-24	1	20	-1	-5
C/C(=N\NC(=O)Cc1cccn1C)c1cccs1	2	-3	6	-2	-20	-40	2	-1	-1	3
CCc1cc(C(=O)c2ccccc2OC)c(N)s1	7	3	-4	-5	-13	15	-5	4	0	8

Following part.
Molecule	GSK3 alpha inh	IEC-6 tox	HSF1 activator	GSK3B inh	KLF5 inh	aSyn 5UTR inh	Platelet DG rel	HSF1 inhib	HSP90 refold inh	Dyrk1A ADPGlo
O=C(CSc1cccc[n+]1[O-])Nc1ccc(C(F)(F)F)cc1[N+](=O)[O-]	-1	4	8	0	-23	10	2	-1	1	7
CCN(CC)c1nc(=S)nc(NC(C)(C)C)[nH]1	-1	-1	-5	0	-24	-2	7	-4	-2	9
CCN(CC)c1ccc(NC(=O)c2ccc3c(c2)c(C)c(C)n3C)cc1	-1	3	11	3	-23	-33	-1	15	0	1
CCOCCc1nnc(NC(=O)C(CC)c2ccccc2)s1 (stereo not drawn)	-2	-2	0	1	-12	5	-6	-3	6	-8
O=C(C1=C(O)C(=O)N(CCN2CCOCC2)C1c1ccc([N+](=O)[O-])cc1)c1cc2ccccc2o1 (stereo not drawn)	-1	6	-4	2	-12	-21	4	-8	3	x
CCc1nc2sc3c(c2c(=O)o1)CCCC3	1	0	-4	3	11	-10	0	-6	3	7
Cc1ccc2cc3c(nc2c1)N(c1ccccc1)CC3	-4	-3	-13	-10	-23	-20	28	21	2	1
O=C(Cn1c(NCCO)nc2ccccc21)NCC(F)(F)F	1	4	-2	5	-15	-6	7	-5	5	1

Following part
Molecule	GSK3 alpha inh	IEC-6 tox	HSF1 activator	GSK3B inh	KLF5 inh	aSyn 5UTR inh	Platelet DG rel	HSF1 inhib	HSP90 refold inh	Dyrk1A ADPGlo
CN(c1cccc(NC(=O)CN(c2ccc(C34CC5CC(CC(C5)C3)C4)cc2)S(C)(=O)=O)c1)S(C)(=O)=O	1	4	7	-1	-2	7	8	1	4	-3
O=C(c1ccco1)N1CCN(S(=O)(=O)c2ccc(S(=O)(=O)NC3CCCC3)cc2)CC1	0	-1	20	2	-4	15	4	7	-3	0
O=C(COc1ccc([N+](=O)[O-])cc1)NN=C1CCCC1	-2	-1	-11	1	-32	3	36	-10	-4	1
CCOc1cc(C=C(C(=O)OC)C(=O)OC)ccc1OCc1ccc([N+](=O)[O-])cc1	0	0	x	x	0	x	x	x	3	6
CC(=O)n1cc([C@H]2C=C(C(=O)N3CCN(Cc4ccccc4)CC3)O[C@@H](OCc3ccc(CO)cc3)C2)c2ccccc21	0	0	35	2	-6	-1	-1	11	8	42
COC(=O)c1ccc(C)c(NC(=O)CN(c2ccccc2)S(=O)(=O)N(C)C)c1	-3	6	17	0	-21	-5	-4	7	1	-1
CCOC(=O)N1CCC(N(CCN(C)C)C(=S)Nc2ccccc2C)CC1	-6	3	25	4	3	10	-3	3	-6	3
COc1cccc(-c2ccc3nnc(SCC(=O)Nc4ccc(NC(C)=O)cc4)n3n2)c1	0	x	2	-27	x	-7	-4	-1	x	-9

The listing continues.
Molecule	GSK3 alpha inh	IEC-6 tox	HSF1 activator	GSK3B inh	KLF5 inh	aSyn 5UTR inh	Platelet DG rel	HSF1 inhib	HSP90 refold inh	Dyrk1A ADPGlo
COc1cc(C(=O)NCc2ncccc2C)ccc1OC1CCN(C(C)=O)CC1	-4	7	8	-4	-38	14	-6	-10	4	-2
Cn1cc(CN2CCN(c3cnccn3)CC2)c(-c2cccc(Cl)c2)n1	1	-2	5	-1	-14	0	2	8	1	-2
CN1C(=O)C(=C2CCCCCC2)SC1=S	-1	-1	0	-1	1	5	0	5	1	0
C=C(C)CNC(=O)c1ccc(OC2CCN(S(=O)(=O)N(C)C)CC2)cc1	1	-6	18	3	-32	-1	0	5	1	3
CC(=O)Nc1ccc(NC(=O)C23CC4CC(C2)CC(n2cnc(Br)n2)(C4)C3)cc1	0	2	-10	-1	-13	-26	-1	-7	-3	-6
COc1cc(-c2nnc(COc3ccc4cc(Br)ccc4c3)o2)cc(OC)c1OC	-2	-5	-29	-7	-19	23	3	-11	0	-4
Cc1ccccc1N1C(=O)CC(N2CCN(C(=O)c3ccco3)CC2)C1=O (stereo not drawn)	-3	3	-13	-2	-3	6	4	-7	2	-3
Cc1ccc2cccc(N=Cc3c(C)[nH]n(-c4ccccc4)c3=O)c2n1	2	6	9	0	-25	-6	-12	2	-2	1

(listing goes on)
Molecule	GSK3 alpha inh	IEC-6 tox	HSF1 activator	GSK3B inh	KLF5 inh	aSyn 5UTR inh	Platelet DG rel	HSF1 inhib	HSP90 refold inh	Dyrk1A ADPGlo
Cc1ccc(C(=O)Nc2cccnc2)cc1S(=O)(=O)N1CCCC1	-1	4	11	0	-15	-12	-12	3	1	-7
O=C1CCC(C(=O)N2CCC(O)CC2)CN1CCc1ccc(Cl)cc1 (stereo not drawn)	-1	0	-24	1	-3	1	2	-3	-1	3
COc1ccc(N(C(=O)c2snc(C(N)=O)c2N)C(C(=O)NCc2ccc(F)cc2)c2ccc(C)o2)c(OC)c1 (stereo not drawn)	-2	1	24	1	8	-19	-2	21	3	-2
Cc1ccc(N(CC(=O)N/N=C/c2cccs2)S(C)(=O)=O)cc1	-1	-2	1	0	-13	-6	-1	3	-4	-6

Compounds from the list above containing four or more nitrogen atoms, in the order listed:
Molecule	GSK3 alpha inh	IEC-6 tox	HSF1 activator	GSK3B inh	KLF5 inh	aSyn 5UTR inh	Platelet DG rel	HSF1 inhib	HSP90 refold inh	Dyrk1A ADPGlo
O=C(NCC(c1cccs1)N1CCOCC1)c1cn(-c2ccccc2)nc1-c1ccc(F)cc1 (stereo not drawn)	-2	x	14	0	x	-8	0	2	x	4
CC(=O)Nc1c(C(=O)N2CCCCCC2)cnn1-c1ccccc1Cl	1	-3	0	2	-33	0	5	-2	2	-2
O=S(=O)(Nc1nc2ccccc2nc1NCc1ccco1)c1ccccc1	-2	3	-8	-2	-46	2	-29	-2	2	-1
CCN(CC)c1nc(=S)nc(NC(C)(C)C)[nH]1	-1	-1	-5	0	-24	-2	7	-4	-2	9
O=C(Cn1c(NCCO)nc2ccccc21)NCC(F)(F)F	1	4	-2	5	-15	-6	7	-5	5	1
CCOC(=O)N1CCC(N(CCN(C)C)C(=S)Nc2ccccc2C)CC1	-6	3	25	4	3	10	-3	3	-6	3
COc1cccc(-c2ccc3nnc(SCC(=O)Nc4ccc(NC(C)=O)cc4)n3n2)c1	0	x	2	-27	x	-7	-4	-1	x	-9
Cn1cc(CN2CCN(c3cnccn3)CC2)c(-c2cccc(Cl)c2)n1	1	-2	5	-1	-14	0	2	8	1	-2
CC(=O)Nc1ccc(NC(=O)C23CC4CC(C2)CC(n2cnc(Br)n2)(C4)C3)cc1	0	2	-10	-1	-13	-26	-1	-7	-3	-6
Cc1ccc2cccc(N=Cc3c(C)[nH]n(-c4ccccc4)c3=O)c2n1	2	6	9	0	-25	-6	-12	2	-2	1
COc1ccc(N(C(=O)c2snc(C(N)=O)c2N)C(C(=O)NCc2ccc(F)cc2)c2ccc(C)o2)c(OC)c1 (stereo not drawn)	-2	1	24	1	8	-19	-2	21	3	-2

Screening results as filed in PubChem.
